Screening data as filed in PubChem BioAssay.
HCT116 survival: survival after telomere uncapping, modulators, primary screen, cell-based (AID 1259312). HCT116 + Ad-hTR-mut, survival, MTT, 5 d; hits give high values. fold change at 10 µM. 4.5% of 4,500 active;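 active = cell survival measured by absorbance rises more than 2.5-fold over infected cells without compound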;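 also: virus expresses mutant telomerase RNA that uncaps telomeres and kills cells; compound added 2 days after infection so exposure lasts 3 days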
Active calls of the source: *.

#1 Cc1nc2ccccc2c(=O)n1-c1cc(F)ccc1F
  HCT116 survival: -1.26

#2 CN1C(=O)N(C)C(=O)C(CCc2ccncc2)(Cc2ccc3c(c2)OCO3)C1=O
  HCT116 survival: -1.49

#3 Nc1ccc([N+](=O)[O-])c2nonc12
  HCT116 survival: -1.57

#4 c1cncc([C@H]2CCCCN2)c1
  HCT116 survival: 1.07

#5 CC1CN(c2ccc([N+](=O)[O-])c(NCCO)c2)CCN1 (stereo not given)
  HCT116 survival: -1.06

#6 C=CC1C[N+]2(Cc3ccccc3)CC[C@H]1CC2C(O)c1ccnc2ccc(OC)cc12 (stereo not given in full)
  HCT116 survival: -1.46

#7 C[C@@H]1C[C@@H]([C@H](O)CC2CC(=O)NC(=O)C2)C(=O)[C@@H](C)C1
  HCT116 survival: -16.7

#8 CN1CCN(c2ccc([N+](=O)[O-])c(NCCO)c2)CC1
  HCT116 survival: 1.7

#9 Fc1ccc2c(c1)[C@@H]1C=CC[C@@H]1[C@H](c1cccnc1)N2
  HCT116 survival: -1.86

#10 Cn1cc(C=C(C#N)C#N)c2ccccc21
  HCT116 survival: 1.3

#11 N/N=C(\N)c1nonc1N
  HCT116 survival: 3.99*

#12 CCC1CN2CCC1CC2C(O)c1ccnc2ccc(OC)cc12 (stereo not given)
  HCT116 survival: 1.15

#13 C=CCOC(=O)C1=C(N)OC(C)=C(C(=O)OC(C)C)C12C(=O)Nc1ccc(Br)cc12 (stereo not given)
  HCT116 survival: 1.01

#14 COc1cc2c(cc1O)CC1c3c(cc(O)c(OC)c3-2)CCN1C (stereo not given)
  HCT116 survival: 1.5

#15 Cc1ccc2[nH]c(CCN)cc2c1
  HCT116 survival: -1.23

#16 CCc1ccc(C=C(C#N)C#N)s1
  HCT116 survival: -1.62

#17 Oc1ccc(C(c2ccc(O)cc2)(C(F)(F)F)C(F)(F)F)cc1
  HCT116 survival: -2.33

#18 C=CCOC(=O)C1=C(N)OC(C)=C(C(=O)OC(C)C)C12C(=O)Nc1ccccc12 (stereo not given)
  HCT116 survival: 1.68

#19 OCC(O)[C@H]1O[C@@H]2OC(C(Cl)(Cl)Cl)OC2C1O (stereo not given in full)
  HCT116 survival: -1.16

#20 CC(C)(NO)C(=O)c1cc(C(C)(C)C)c(O)c(C(C)(C)C)c1
  HCT116 survival: -2.04

Seven compounds from above, ordered by heavy-atom count, descending.
#13 C=CCOC(=O)C1=C(N)OC(C)=C(C(=O)OC(C)C)C12C(=O)Nc1ccc(Br)cc12 (stereo not given)
  HCT116 survival: 1.01

#18 C=CCOC(=O)C1=C(N)OC(C)=C(C(=O)OC(C)C)C12C(=O)Nc1ccccc12 (stereo not given)
  HCT116 survival: 1.68

#14 COc1cc2c(cc1O)CC1c3c(cc(O)c(OC)c3-2)CCN1C (stereo not given)
  HCT116 survival: 1.5

#17 Oc1ccc(C(c2ccc(O)cc2)(C(F)(F)F)C(F)(F)F)cc1
  HCT116 survival: -2.33

#20 CC(C)(NO)C(=O)c1cc(C(C)(C)C)c(O)c(C(C)(C)C)c1
  HCT116 survival: -2.04

#19 OCC(O)[C@H]1O[C@@H]2OC(C(Cl)(Cl)Cl)OC2C1O (stereo not given in full)
  HCT116 survival: -1.16

#11 N/N=C(\N)c1nonc1N
  HCT116 survival: 3.99*

A portion of the library (hit frequency here may not be typical).
